14-3-3 Bad inh = disrupts binding of bovine 14-3-3 zeta to phospho-Bad peptide. P63103. TR-FRET 14-3-3zeta/Dy647-pBad peptide displacement, 1 h. inhibition, % at 21.7 µM. 220,000 tested, 0.71% active;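 active means inhibition above about 70%, limit read from the data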;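 further: 0% = full 14-3-3 plus peptide FRET controls and 100% = background without 14-3-3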
KLK5 inh = blocks human kallikrein 5 protease activity; recombinant hK5, fluorogenic AMC substrate cleavage; Q9Y337; AID 873; inhibition, % at 5 µM; 210,000 tested, 0.59% active;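 active means inhibition of 40% or more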;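 further: 0% = enzyme controls without compound and 100% = no-enzyme blanks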
Wee1 stabilizer = blocks degradation of human Wee1 kinase. P30291. HeLa Luc-Wee1K328M stability, luciferase luminescence; 100% = proteasome inhibitor MG132 effect. reporter increase, % at 5 µM. 220,000 tested, 1.2% active. AID 1321;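 active means activation above the mean of all tested compounds plus 3 SD, set per screening run, cut at about 8.8% in these data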;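 further: cells exposed to compound for 20 h before luminescence read; 0% = DMSO alone and 100% = MG132 at 30 µM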
Rad51 HR inh = blocks human Rad51 in homologous recombination. hRad51 DNA strand exchange, fluorescence dequenching. inhibition, % at 10 µM. Q06609. 200,000 tested, 0.085% active. AID 1385;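 active means inhibition above 40% at the single screening dose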;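 further: 0% = DMSO control wells and 100% = blanks with heterologous ssDNA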
Target sequence (Q06609 whole entry, looked up): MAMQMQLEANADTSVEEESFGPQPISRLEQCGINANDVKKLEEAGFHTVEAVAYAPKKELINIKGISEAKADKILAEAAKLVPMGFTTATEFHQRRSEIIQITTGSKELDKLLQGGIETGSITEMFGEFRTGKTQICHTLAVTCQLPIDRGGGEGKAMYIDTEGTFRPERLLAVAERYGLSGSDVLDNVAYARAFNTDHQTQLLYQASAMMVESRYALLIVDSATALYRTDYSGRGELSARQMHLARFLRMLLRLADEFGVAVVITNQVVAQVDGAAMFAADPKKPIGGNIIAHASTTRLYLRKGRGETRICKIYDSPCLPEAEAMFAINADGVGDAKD
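Test system: preformed human Rad51 ssDNA filaments. Compound dosing: single dose, 10 µM final compound. Incubation: filaments 15 min 37 °C, then compound 30 min. Technique: FRET fluorescence dequenching, excitation 485 nm, emission 520 nm. Read-out basis: percent inhibition from fluorescence, normalised to plate control and blank means. Benchmarks: plate controls and plate blanks.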
Mdm2 ligase inh = blocks human Mdm2 ubiquitin ligase activity. Q00987. signal enhancement, % at 5 µM. cell-based MDM2 ubiquitination luciferase reporter, 2 h; 0 = plate control, 100 = twice control, blank-subtracted. AID 1230. 210,000 tested, 0.11% active;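 active means signal enhancement of 30% or more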;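 further: luminescence tracks abundance of the self-degrading MDM2-luciferase fusion protein; higher signal means inhibition of MDM2 E3 ligase activity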
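Test system: stable mammalian line carrying autodegrading MDM2–luciferase fusion reporter; quantity: 2000 cells in each well; times: 4 h cell settling then 2 h compound exposure, 37 °C; detection: luminescence with SteadyLite reagent, 15 min at room temperature; evaluation: percent signal gain over controls, blank-subtracted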
FXIa inh 1536 = factor XIa (human) inhibition; P03951; purified FXIa, Boc-Glu-Ala-Arg-AMC fluorogenic substrate; inhibition, % at 5 µM; 220,000 tested, 0.14% active;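 active means inhibition of at least 40%; inactive means inhibition below 40%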;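 further: fluorescence of freed AMC excited at 355 nm; 0% = enzyme without compound and 100% = no enzyme blank; many of its hits are not listed in these tables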
eIF4E 4G PPI = inhibitors of eIF4E and eIF4G interaction in translation initiation | P63073+Q04637 | inhibition, % at 21.7 µM | AID 782 | 220,000 tested, 0.37% active | TR-FRET eIF4E-eIF4GI(517-606) binding, 2 h;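 active means inhibition above about 30%, limit read from the data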;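 further: 0% = full FRET control wells and 100% = background wells lacking eIF4GI fragment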
FXIIa inh 1536 = factor XIIa (human) inhibition; P00748; AID 800; purified FXIIa, Boc-QGR-AMC fluorogenic substrate, 2 h; 220,000 tested, 0.3% active; inhibition, % at 5 µM; in the data active means inhibition above about 40%;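 further: 0% = enzyme with no compound and 100% = blank without enzyme; many of its hits are not listed in these tables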
Target sequence (P00748 20-372 limits assumed): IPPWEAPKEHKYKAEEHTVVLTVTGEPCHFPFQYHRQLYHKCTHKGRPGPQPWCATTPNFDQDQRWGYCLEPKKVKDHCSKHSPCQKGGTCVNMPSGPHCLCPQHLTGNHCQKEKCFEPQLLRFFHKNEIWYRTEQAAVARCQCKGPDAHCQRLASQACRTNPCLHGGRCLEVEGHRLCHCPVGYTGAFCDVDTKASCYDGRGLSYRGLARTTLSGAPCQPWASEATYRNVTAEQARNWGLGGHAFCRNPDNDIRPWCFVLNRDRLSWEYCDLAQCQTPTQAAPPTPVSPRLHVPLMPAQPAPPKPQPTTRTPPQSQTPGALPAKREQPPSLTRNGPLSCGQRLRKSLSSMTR
Target sequence (P00748 373-615 limits assumed): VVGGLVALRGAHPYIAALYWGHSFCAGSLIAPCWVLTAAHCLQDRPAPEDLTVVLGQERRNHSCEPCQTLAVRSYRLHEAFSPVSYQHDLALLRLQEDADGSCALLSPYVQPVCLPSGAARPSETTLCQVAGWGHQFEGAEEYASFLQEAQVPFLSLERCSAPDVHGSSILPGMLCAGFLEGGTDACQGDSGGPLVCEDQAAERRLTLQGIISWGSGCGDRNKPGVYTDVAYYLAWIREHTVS
p97 ATPase inh = inhibitors of human p97 ATPase. recombinant p97 ATPase, Kinase-Glo ATP luminescence, 3 h. inhibition, % at 8 µM. 220,000 tested, 0.42% active; in the data active means inhibition above about 15%;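 further: 0% = DMSO vehicle and 100% = wells lacking enzyme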
* hit, by the source's call; nt = not tested or not shown; [ ] = remark or other dose.

Compound	14-3-3 Bad inh	KLK5 inh	Wee1 stabilizer	Rad51 HR inh	Mdm2 ligase inh	FXIa inh 1536	eIF4E 4G PPI	FXIIa inh 1536	p97 ATPase inh
CCSc1nnc(-c2cnn(-c3ccccc3)c2-n2cccc2)n1C	-4	4	4	1	-17	0	-2[fluorescence artefact?]	9	-3
CCCCN(CCCC)c1nc2ccccc2nc1NS(=O)(=O)c1ccc(NC(C)=O)cc1	-4[fluorescence artefact?]	-9	-1	-7	-15	-6	-14[fluorescence artefact?]	4	1
CCn1c2c(c(=N)c3ccccc31)CCC2	21	-5	-1	11	-14	-3	8	3	3
Cn1c(=O)[nH]c(=O)c2c1ncn2CCN1CCOCC1	4	0	-1	-4	-27	18	-1	6	2
N#C/C(=C\N1CCOCC1)c1ccccc1	10	-24	-1	3	-8	4	8	-2	-5
Cc1cc(C)c(NC(=O)CSc2ccc3nnc(CCNC(=O)c4ccccc4)n3n2)c(C)c1	-10[fluorescence artefact?]	-3	4	0	-11	5	7	10	8
COc1cccc(CNC(=O)C(Cc2ccccc2)n2cccc2)c1 (stereo not drawn)	5	31	-1	nt	0	10	-8	16	-6
COc1cccc(Oc2nccc(N(C)C)c2C#N)c1	-9	nt	7	-7	-11	-1	1	14	5
CCCCC1=CC2=CC(=O)C(C)(OC(=O)CC)C(=O)C2=CN1Cc1ccc2c(c1)OCO2 (stereo not drawn)	-8	1	nt	-4	-2	1	3	15	nt
Cn1c(N=Nc2ccc(N3CCOCC3)cc2)[n+](C)c2ccccc21	-58	nt	-4	17	-12	-1	-11	10	1
Cc1nccc(-c2cc(-c3ccc(Cl)cc3Cl)no2)n1	-1	3	0	-12	-18	-9	0	0	-8
O=C(Cc1ccc(Cl)cc1)Nc1ccc2c(c1)C(=O)NC2=O	-1	-7	-3	-2	-1	-6	0	-1	8
Nc1n[nH]c(-c2ccccc2[N+](=O)[O-])n1	4	-5	-1	1	3	5	-3	9	4
Cc1ccc2oc(-c3ccco3)nc2c1	-12	0	-1	2	-21	-4	7	2	-1
Cn1nnc2c(C(N)=O)ncn2c1=O	-6	nt	-1	-3	nt	nt	5	nt	1
CC(=O)c1cccc(NC(=O)CC2SC(N3CCCCC3)=NC2=O)c1 (stereo not drawn)	7	-27	-1	23	-34	0	3	17	-3
Cn1c(=O)c2c(nc(N3CCOCC3)n2Cc2c(F)cccc2Cl)n(C)c1=O	-8	-7	-2	2	-21	1	-15	9	4
N/C(=N\OC(=O)C12CC3CC(CC(C3)C1)C2)c1ccncc1	7	1	3	12	6	0	-2	4	4
COc1ccc(-c2ccc(C(=O)O)c(=O)[nH]2)cc1	17	0	-2	3	2	2	-3	1	2
Cn1cnnc1SCC(=O)Nc1nc(-c2ccccc2)cs1	-2	-1	-2	-50	-7	-2	2	3	3
Cc1cccn2cc(CCNS(=O)(=O)c3ccc([N+](=O)[O-])cc3)nc12	-2	-3	-1	6	nt	5	5[fluorescence artefact?]	11	1
O=C(CSc1nc2ncccc2[nH]1)Nc1ccc2c(c1)OCCO2	-2	-12	4	-2	-18	0	-1	11	-6
Cc1ccccc1Cc1c(C)nc2c(C(=O)NCc3ccc4c(c3)OCO4)cnn2c1C	6	3	-1	5	-18	-6	-1	-15	1
O=C1NC(=O)C2C1C(c1ccc([N+](=O)[O-])cc1)=NN2Cc1ccccc1 (stereo not drawn)	1	15	0	-60	4	1	3	11	-4
Cc1cc(NC(=O)CSc2nc(-c3ccccc3)nc3c2c(=O)n(C)c(=O)n3C)no1	9	-2	0	nt	-8	-1	0	4	7
O=C(O)c1[nH]c2ccccc2c1NS(=O)(=O)Cc1ccccc1	47[fluorescence artefact?]	-3	0	-4	-20	8	9	15	-5
COCCCN(C(=O)Nc1ccccc1)C(C)c1ccncc1 (stereo not drawn)	4[fluorescence artefact?]	-22	0	-2	-10	2	-2	11	3
Fc1ccc(C(c2nnnn2Cc2ccco2)N2CCN(C3CCCCC3)CC2)cc1 (stereo not drawn)	5	-2	-3	-3	0	-10	3	-8	1
O=C(NC1CCCCC1)C(c1ccccn1)N(C(=O)Cc1cccs1)c1ccc(Cl)cc1 (stereo not drawn)	12	-3	0	-1	-12	-6	5	9	-2
COc1nc(-c2ccc(Cl)cc2)nnc1C	-13	0	-2	-10	-9	-3	0	9	-2
C=CCn1c(C(C)NC(=O)COC)nc2ccccc21 (stereo not drawn)	4	-6	2	0	-5	1	1	10	0
CSc1nnc(-c2cccc(C)c2)n1N	-6[fluorescence artefact?]	1	4	-2	-4	9	0[fluorescence artefact?]	23	3
COc1cc(/C=N/NC(=O)C(Cc2c[nH]c3ccccc23)NC(=O)OCC(C)C)cc([N+](=O)[O-])c1O (stereo not drawn)	2	4	-2	nt	-1	14	1	17	-2
O=C(COC(=O)c1ccc(NS(=O)(=O)c2cccs2)cc1O)Nc1nc2ccccc2s1	-2	10	-1	nt	-6	3	-4	14	5
Cc1[nH]n(C2=NCCS2)c(=O)c1N=Nc1cccc(C(F)(F)F)c1	-30	-15	-1	25	-11	-1	-4	5	2
CCC(Sc1nc(C)cc(=O)[nH]1)C(=O)Nc1nc2c(s1)CCCC2 (stereo not drawn)	-6	-2	0	-3	-25	19	-5	30	4
CSc1nnc(C(C)c2ncc(C(F)(F)F)cc2Cl)n1C (stereo not drawn)	-14	3	-4	-4	0	-3	-1	4	7
CCOC(=O)C1(Cc2ccc(OC)cc2)CCN(S(C)(=O)=O)CC1	-7	-1	-2	15	5	-1	3	5	3
Cc1ccc(-c2nnc(SCC(=O)N/N=C/c3cccs3)n2-c2ccc(C)cc2)cc1	18	17	1	-18	-11	1	12	4	2
CC(=O)Nc1sc2c(c1C#N)CCCC2	7	6	-3	-1	-9	4	3	11	1
CCOC(=O)N1CCN(C(=O)c2noc(C(C)C)c2[N+](=O)[O-])CC1	2	7	-2	4	nt	17	4	22	-3
Cc1ccc(C)c(CN2C(=O)C3CCCN3c3ccc(C#N)cc32)c1 (stereo not drawn)	1	6	2	-6	-10	4	5	12	0
CCOC(=O)Nc1c(O)ccc2oc(C)c(-c3ccccc3)c12	-24	84*	0	7	-18	7	1	20	5
COc1ccc(C(=O)/C=C/Nc2ccc([N+](=O)[O-])cc2C)c(OC)c1	1	-1	0	-1	-13	6	-12	19	3
OC(COC(c1ccccc1)c1ccccc1)CN1CCc2ccccc2C1 (stereo not drawn)	-2	-13	3	-7	-1	1	-3	12	-5
Cc1c(NC(=O)c2ccc(N(C)S(C)(=O)=O)cc2)c(=O)n(-c2ccccc2)n1C	-4	-4	0	-3	-5	-7	-4	6	-1
Cc1ccc(-c2noc(C3CCN(C(=O)Nc4ccc(C#N)cc4)CC3)n2)o1	nt	-2	-1	7	-9	0	nt	15	3
COc1ccc(C(=O)NN(c2ccccc2)c2ccccc2)cc1	2	-5	-2	4	-14	0	-19[fluorescence artefact?]	15	9
COC(=O)c1nc(N)sc1C(C)C	-22	-4	-1	16	-13	-2	-1	9	2
CCn1c(CCNC(=O)c2ccc(F)cc2)nc2ccccc21	-1	-14	0	-8	-2	-2	-1[fluorescence artefact?]	5	1
C=CCn1c(SCc2cc(=O)n3cc(C)ccc3n2)nnc1-c1ccc(F)cc1	66[fluorescence artefact?]	-8	15*	22	15	1	-173	3	-7
COc1ccc(C2(C(=O)NC3CCCCC3)CCOCC2)cc1OC	-12[fluorescence artefact?]	-22	6	4	-9	1	-1[fluorescence artefact?]	0	-1
O=C(CSCc1ccccc1)Nc1ccc(F)c(F)c1	13[fluorescence artefact?]	-7	3	-5	-3	4	0	11	4
O=C(NC(=S)Nc1nc2ccccc2s1)c1ccco1	5[fluorescence artefact?]	-6	6	3	-8	6	1[fluorescence artefact?]	7	-1
CC(=O)N1CSCC1C(=O)NNS(=O)(=O)c1ccccc1 (stereo not drawn)	-10	-2	-2	nt	-10	0	-2	3	0
COc1ccc(S(=O)(=O)NCCSc2ccccc2)cc1OC	10	-14	-1	3	-1	-3	-3	7	1
C(=N\n1cncn1)/c1ccc(N2CCOCC2)cc1	5	-10	-4	3	-4	3	-2	10	1
COc1ccc(-c2cn(/N=C/c3ccc(Cl)cc3Cl)c(N)n2)cc1	-14	-9	-2	1	1	0	-10	6	2
Cc1ccc(-c2ccc(S(=O)(=O)NCC3CCCO3)cc2)cc1 (stereo not drawn)	-3	-5	-3	-2	-6	-6	3	0	-1
CCOC(=O)N1CCC(NC(=O)c2cc(C(=O)NC3CCN(Cc4ccccc4)CC3)ccc2CO)CC1	30	-3	6	4	-13	0	1	8	1

Continued:
Compound	14-3-3 Bad inh	KLK5 inh	Wee1 stabilizer	Rad51 HR inh	Mdm2 ligase inh	FXIa inh 1536	eIF4E 4G PPI	FXIIa inh 1536	p97 ATPase inh
Cc1ccc(N2CCC(N3CCN(C4CCCCC4)C(CCO)C3)CC2)cc1 (stereo not drawn)	-12	nt	-4	-8	-12	-2	1	5	-4
COCCCN(C(=S)Nc1ccc(OC)cc1)C(C)c1ccncc1 (stereo not drawn)	3	nt	2	nt	nt	-1	3	7	-2
COCCNC(=O)CCC(=O)NNc1nc2ccccc2c2nc(-c3ccccc3)nn12	-11	-7	6	8	-23	-5	0	10	5
COc1ccc([N+](=O)[O-])cc1NC(=O)CCN1CCN(CCO)CC1	-6[fluorescence artefact?]	-2	19*	6	-18	3	3[fluorescence artefact?]	12	7
CCn1ccnc1CN(C)Cc1cn(-c2cc(C)ccc2C)nc1-c1ccccc1	-2	17	2	nt	20	1	0	6	-1
Cc1nn(-c2ccccc2)c(C)c1/C=N/Nc1nc2ccccc2[nH]1	2	-13	0	-8	-34	21	-4[fluorescence artefact?]	22	4
NC(=O)c1ccccc1OCC(=O)NS(=O)(=O)c1ccccc1	10	-31	-2	13	1	16	5	18	6
CN(CP(=O)(O)CCc1ccccc1)S(C)(=O)=O	15	-6	1	6	-28	1	0	12	2
O=C(Nc1ccccc1)ON=C1CCCC1	11[fluorescence artefact?]	1	-1	-5	-3	12	0	8	-2
Cc1ccc(F)cc1NC(=O)C12CC3CC(C1)CC(n1cnc([N+](=O)[O-])n1)(C3)C2	3	1	-2	4	-5	17	-2	13	3
COc1ccccc1NC(=O)CC(c1ccc(OC(C)C)cc1)c1ccccc1OC (stereo not drawn)	-6	-6	3	4	-3	5	0	3	-1
CCN(CC)S(=O)(=O)c1cc(NC(=O)CSc2nc3c(cc2C#N)C(=O)CC(C)(C)C3)ccc1C	4[fluorescence artefact?]	-12	4	nt	6	2	-4	8	5
O=S(=O)(c1ccccc1)N1CCN(C(=S)Nc2ccc(F)cc2)CC1	-8[fluorescence artefact?]	-35	3	nt	nt	5	-2[fluorescence artefact?]	6	1
Brc1cccc(-c2nnc3sc(CN4CCCCC4)cn23)c1	1[fluorescence artefact?]	2	2	6	nt	0	-4[fluorescence artefact?]	8	10

Screening data deposited in PubChem by several laboratories.

Rows were taken by chance, and some 3.5% of all compounds hit somewhere here.
